# GPR151 ag = human GPR151 activation | 1% of 650,000 active | AID 1508602 | Q8TDV0 | PathHunter beta-arrestin GPR151 cells, luminescence | activation, % at 11.2 µM; in the data active = activation above about 4.9%;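 also: 0% = median of compound wells and 100% = cells with positive control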
# Target sequence (Q8TDV0 whole entry, looked up): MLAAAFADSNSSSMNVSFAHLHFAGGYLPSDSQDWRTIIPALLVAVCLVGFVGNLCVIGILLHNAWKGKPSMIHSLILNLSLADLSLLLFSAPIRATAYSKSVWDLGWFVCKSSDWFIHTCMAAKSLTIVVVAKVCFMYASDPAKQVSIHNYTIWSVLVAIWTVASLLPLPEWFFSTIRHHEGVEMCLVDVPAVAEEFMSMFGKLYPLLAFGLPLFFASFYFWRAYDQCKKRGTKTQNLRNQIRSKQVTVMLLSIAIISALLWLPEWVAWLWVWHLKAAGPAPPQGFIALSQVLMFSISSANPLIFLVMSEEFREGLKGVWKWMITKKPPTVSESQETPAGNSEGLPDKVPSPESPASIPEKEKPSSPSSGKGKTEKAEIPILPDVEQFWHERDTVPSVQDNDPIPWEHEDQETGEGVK
# TEAD-YAP block = TEAD-YAP interaction inhibition; 1.4% of 640,000 active; AID 1259422; HEK-TIYL cells, TEAD-Gal4/YAP UAS-luciferase luminescence; inhibition, % at 9.12 µM; in the data active = inhibition above about 32%;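 also: 0% = median of test compound wells and 100% = reference inhibitor wells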
# MITF primary = human MITF inhibition, primary screen; inhibition, % at 2.6 µM; AID 1259374; AlphaScreen MITF homodimerization, bead proximity signal; 0.91% of 650,000 active; in the data active = inhibition above about 50%;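 also: 0% = vehicle wells with protein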
# Target sequence (O75030 whole entry, looked up): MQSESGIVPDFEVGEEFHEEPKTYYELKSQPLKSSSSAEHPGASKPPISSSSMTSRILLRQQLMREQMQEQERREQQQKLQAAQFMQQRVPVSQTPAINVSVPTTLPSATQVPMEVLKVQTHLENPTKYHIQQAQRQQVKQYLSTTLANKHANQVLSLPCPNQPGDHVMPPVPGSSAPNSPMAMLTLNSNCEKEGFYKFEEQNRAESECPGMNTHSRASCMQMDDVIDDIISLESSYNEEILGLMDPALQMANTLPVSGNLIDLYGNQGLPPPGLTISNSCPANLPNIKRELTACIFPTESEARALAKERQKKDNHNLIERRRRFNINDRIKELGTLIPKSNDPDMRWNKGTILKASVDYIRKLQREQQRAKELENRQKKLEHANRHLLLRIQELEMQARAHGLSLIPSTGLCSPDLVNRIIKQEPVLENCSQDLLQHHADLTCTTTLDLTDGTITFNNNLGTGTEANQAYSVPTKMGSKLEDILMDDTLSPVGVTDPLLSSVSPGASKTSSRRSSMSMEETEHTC
# FBW7 activator = human FBW7 E3 ligase activation, primary screen | AlphaScreen FBW7–phospho-cyclin E peptide binding, activator screen | 0.13% of 650,000 active | normalized activity (activation), % at 26.1 µM | AID 1259310; in the data active = normalized activity above about 1.9%;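 also: purified mutant Fbw7 with reduced substrate affinity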
# Starred values were filed as active, the others as inactive; nt = no result given.
SMILES,GPR151 ag,TEAD-YAP block,MITF primary,FBW7 activator
O=C(O)c1cccc([N+](=O)[O-])c1C(=O)Nc1cc(Cl)ccc1O,0.0,-8,9,-0.1
Cc1ccc2onc(CNC(=O)NCc3ccco3)c2c1,0.1,-9,4,0.0
CCCCOc1ccc(C(=O)NNC(=S)NC(=O)CC)cc1,-2.2,1,-10,-0.3
Cc1cccc(-n2ncc3c(Nc4ccc(F)cc4F)ncnc32)c1,3.4,-51,2,-0.1
O=C(CC(=O)NN=C1CCCC1)NCc1ccccc1,-1.2,-1,-13,0.1
N#CCC(=O)N/N=C/C(Br)=C/c1ccccc1,-0.6,7,-1,0.0
Cc1nnc(N/N=C/c2ccccc2C(F)(F)F)n1N,-0.5,14,5,-1.4
Oc1c(C(c2ccccc2)N2CCC3(CC2)OCCO3)sc2nc(-c3ccco3)nn12 (centres undefined),-0.2,-1,-8,0.2
CC(=O)N1CCC(n2nc(C3CC3)ccc2=O)CC1,-0.1,-6,8,0.0
CSc1ccccc1NC(=O)c1cc(C(C)C)on1,-0.9,-8,-10,-0.1
CC(C)N(CC#CC(O)(c1ccccc1)c1ccccc1)CCO,1.3,5,6,0.1
CC(C)(C)c1ccc(C(=O)N/C(N)=N/c2nc3ccccc3o2)cc1,0.9,-3,-1,0.0
O=c1c2c(nc3n1CC(c1ccccc1)S3)-c1ccccc1CC21CCCCC1 (centres undefined),2.2,-7,1,-0.1
CCCOc1ccc(/C(O)=C2\C(=O)C(=O)N(c3nc(C)c(C(=O)OCC)s3)C2c2ccc(Cl)cc2)c(C)c1 (centres undefined),0.0,0,-15,-0.1
CC(C)n1cnc2c(NCCO)nc(Nc3nccc4ccccc34)nc21,-0.2,5,-4,-0.2
CC1=C(C(=O)OCC(C)C)C(c2ccc([N+](=O)[O-])cc2)NC(=O)N1 (centres undefined),0.9,4,-8,-0.2
CC(Cl)(Cl)C(=O)N1CCN(Cc2ccccc2)CC1,-1.4,15,1,-0.1
Cc1ccc(OCC(=O)Oc2cccc(NC(=O)c3ccco3)c2)cc1C,-0.1,4,7,-0.1
COc1cccc(OC)c1C(=O)NCCCCNC(=O)c1c(OC)cccc1OC,0.6,-8,1,0.0
COc1ccc(CCn2c(=O)c3ncccc3n(Cc3cccc(C)c3)c2=O)cc1OC,-0.3,-3,3,0.3
COc1nc(NCCN(C(C)C)C(C)C)nc(-c2csc3ccccc23)n1,3.5,1,-3,-0.1
CC(C)N(C(=O)C[n+]1ccc(/C=N/O)cc1)C(C)C,0.5,-9,2,-0.1
COc1cc2c(cc1OC)CN(Cc1ccccc1[N+](=O)[O-])CC2,-0.2,3,-20,-0.2
NC(=O)c1ccccc1NC(=O)COc1ccc(Br)cc1Cl,1.0,-70,-1,0.0
Cn1c(=O)c2c(nc(SCC(=O)O)n2Cc2ccc(F)cc2Cl)n(C)c1=O,0.8,-7,12,0.0

# Next part (six carried over from the part before).
SMILES,GPR151 ag,TEAD-YAP block,MITF primary,FBW7 activator
COc1ccc(CCn2c(=O)c3ncccc3n(Cc3cccc(C)c3)c2=O)cc1OC,-0.3,-3,3,0.3
COc1nc(NCCN(C(C)C)C(C)C)nc(-c2csc3ccccc23)n1,3.5,1,-3,-0.1
CC(C)N(C(=O)C[n+]1ccc(/C=N/O)cc1)C(C)C,0.5,-9,2,-0.1
COc1cc2c(cc1OC)CN(Cc1ccccc1[N+](=O)[O-])CC2,-0.2,3,-20,-0.2
NC(=O)c1ccccc1NC(=O)COc1ccc(Br)cc1Cl,1.0,-70,-1,0.0
Cn1c(=O)c2c(nc(SCC(=O)O)n2Cc2ccc(F)cc2Cl)n(C)c1=O,0.8,-7,12,0.0
Cc1ccc([N+](=O)[O-])cc1Nc1nc(=O)c2cccnc2s1,0.0,-9,13,0.3
COc1ccc(NS(=O)(=O)c2cc([N+](=O)[O-])ccc2NN=C2CCN(C)CC2)cc1,-0.7,6,9,-0.1
CCCCCOC(=O)Cn1c(=O)oc2ccccc21,0.1,1,-3,0.1
Cc1ccc(C2CC(C(F)(F)F)n3nc(C(=O)NC4CCCC4)c(Cl)c3N2)cc1 (centres undefined),1.8,1,-5,-0.1
Cc1ncc(CO)c2cc(-c3nnc(Nc4ccc(Br)cc4)s3)c(=O)oc12,-0.6,0,19,0.3
N#Cc1c(NC(=O)C(=O)NCc2ccccn2)sc2c1CCCC2,0.7,13,4,0.0
O=C1CNC(=O)N1CC(O)Cn1c2ccccc2c2ccccc21 (centres undefined),1.0,5,-2,-0.5
CC(C)(C)C(=O)NNC(=O)COc1ccc2ccccc2c1Br,0.5,3,18,0.7
O=C(O)/C=C/C(=O)NCc1ccc(Cl)c(Cl)c1,-0.3,10,-4,0.0
O=C(CN1C2=NCCCN2c2ccccc21)c1ccc(-c2ccccc2)cc1,-1.1,-1,8,-0.3
COc1ccccc1NC(=S)N1CCn2cccc2C1c1cc(OC)c(OC)c(OC)c1 (centres undefined),2.3,-5,-1,-0.1
O=c1/c(=C\c2ccc([N+](=O)[O-])cc2)sc2nc(-c3cccs3)nn12,-0.6,-10,10,-0.1
Cc1nc(S(=O)(=O)n2ccnc2)c(C#N)c(C)c1Cl,0.2,2,-7,0.0
O=C1CCCc2oc3c(Cl)cc(NS(=O)(=O)c4ccccc4)cc3c21,0.0,-3,8,0.0
Cc1ccc(N/C(N)=N/c2nc(CSc3nnc(C)s3)cc(=O)[nH]2)c(C)c1,-0.1,44*,17,0.0
COCCCNC(=O)CN(c1ccc(Cl)cc1)S(=O)(=O)c1ccc(OC)cc1,-0.7,8,9,0.1
CCOc1ccc2nc(N3CCCC(NCCc4ncc(C)[nH]4)CC3)nc(C)c2c1 (centres undefined),1.0,-14,-15,0.3
CC1(C)Cc2nc3sc4c(NCCCO)ncnc4c3cc2CO1,0.1,-20,14,0.0
NS(=O)(=O)c1ccc(NC(=O)CSC2=NC(=O)C(c3ccccc3)C(=O)N2)cc1 (centres undefined),-1.2,17,17,0.3
C[C@H]1NC(=O)[C@@H]2C[C@H](NCc3cnn(-c4ccccc4F)c3)CN2C1=O,-1.0,-11,-7,-0.2
Fc1ccc(Nc2nc(Cl)nc(NCCC3=CCCCC3)n2)cc1,-0.1,12,8,0.0
O=C1c2ccccc2C(=O)N1CC1c2ccccc2CCN1S(=O)(=O)c1ccc(Cl)s1 (centres undefined),-0.7,-17,14,0.0
C=CC[C@@H]1C=C[C@H](OC(=O)OCC)[C@@H](COC(=O)OCC)O1,0.4,nt,1,-0.1
CC(C)c1nc(CNCc2c(C(=O)N3CCOCC3)nc3ccccn23)cs1,-1.3,10,4,0.1
O=C(Nc1ccc(F)cc1)c1cc(=O)c2ccccc2o1,2.6,-10,3,0.0

# Part of the list above, as labelled records:
COc1cccc(OC)c1C(=O)NCCCCNC(=O)c1c(OC)cccc1OC
  GPR151 ag: 0.6	TEAD-YAP block: -8	MITF primary: 1	FBW7 activator: 0.0
COc1ccc(CCn2c(=O)c3ncccc3n(Cc3cccc(C)c3)c2=O)cc1OC
  GPR151 ag: -0.3	TEAD-YAP block: -3	MITF primary: 3	FBW7 activator: 0.3
COc1nc(NCCN(C(C)C)C(C)C)nc(-c2csc3ccccc23)n1
  GPR151 ag: 3.5	TEAD-YAP block: 1	MITF primary: -3	FBW7 activator: -0.1
CC(C)N(C(=O)C[n+]1ccc(/C=N/O)cc1)C(C)C
  GPR151 ag: 0.5	TEAD-YAP block: -9	MITF primary: 2	FBW7 activator: -0.1

# Continuation.
SMILES,GPR151 ag,TEAD-YAP block,MITF primary,FBW7 activator
COc1ccc(-c2noc(CNC(=O)c3c(-c4ccccc4Cl)noc3C)n2)cc1,2.6,13,9,-0.1
CCCOC(=O)CC1C(=O)NCCN1C(=O)OC(C)(C)C (centres undefined),0.0,3,-8,0.1
CCC[C@@H]1NC(=O)[C@@H]2C[C@H](NC(=O)c3ccc(F)c(C(F)(F)F)c3)CN2C1=O,0.6,11,5,0.0
Cc1nnc2n1N=C(c1ccc3c(c1)NC(=O)CO3)CS2,-0.2,8,1,0.0
COc1cc(OC)c(C(=O)NNC(=S)NC2CCCCC2)cc1OC,0.4,0,10,0.2
O=C(c1csc2ccccc12)N1CCN(C(=O)C2CCCO2)CC1 (centres undefined),0.8,11,8,0.1
CCc1ccc(S(=O)(=O)Nc2ccc(-c3cn4c(n3)SCC4)cc2)s1,0.5,4,0,0.4
CC1=CCC2([N+](=O)[O-])CN(CCO)CC1([N+](=O)[O-])C2 (centres undefined),-0.8,-2,12,0.4
O=C(Nc1ccccc1Cl)c1ccc(F)c(S(=O)(=O)N2CCOCC2)c1,-1.5,-10,-8,-0.2
CCn1c2ccccc2c2nnc(SCN3C(=O)c4ccccc4C3=O)nc21,2.7,4,6,0.0
COc1cccc(-n2nnc3c(=O)n(Cc4cccc(C(F)(F)F)c4)cnc32)c1,-0.3,4,10,0.0
Cc1cccc(N2C(=O)CC(Sc3nnc(C)s3)C2=O)c1 (centres undefined),-1.2,-12,8,0.0
Cc1cc2cc(CNS(=O)(=O)c3ccc(F)cc3)ccc2n1C,0.5,0,-8,-0.1
O=C(COc1ccc2c(c1)CCC2)N1CCc2ccccc21,0.3,-50,-14,0.4
CN1CCN(NC(=O)c2ccc(C(C)(C)C)cc2)CC1,2.1,-4,-3,-0.1
CN(CC(=O)Nc1ccccc1C(F)(F)F)S(=O)(=O)c1ccc(Cl)cc1,-1.0,-9,-12,0.0
COCCNC(=O)CNC(=O)c1nn(-c2ccc(OC)c(Cl)c2)c(=O)c2ccccc12,0.1,-7,9,0.0
CC(C)CNC(=O)CSc1nnc(-c2ccccc2)o1,-0.1,-9,7,-0.1
NC(=O)CSc1nnc2ccccn12,2.3,7,9,0.1
CN(C)CCCn1c(C2COc3ccc(Cl)cc3C2)nc2cc(F)c(-c3ccncc3)cc21 (centres undefined),1.1,-14,1,-0.2
COc1cc(C(=O)Nc2cccc(C)n2)ccc1OCc1ccccc1Cl,3.6,9,-17,-0.3
CC1CCCC(C)N1C(=O)CSc1nnc(C(F)(F)F)n1N (centres undefined),-0.6,2,1,0.0
C/C(=N\Nc1ccc(S(N)(=O)=O)cc1[N+](=O)[O-])c1ccccc1O,0.4,3,8,-0.1
O=C1OC(c2ccccc2Br)=N/C1=C\c1ccc(-c2cccc([N+](=O)[O-])c2)o1,-0.6,0,12,1.2
CC(NS(=O)(=O)c1ccc(Cl)cc1)c1ccccn1 (centres undefined),0.6,6,-3,-0.2

# More entries
SMILES,GPR151 ag,TEAD-YAP block,MITF primary,FBW7 activator
O=C(NCCN1CCOCC1)c1ccnc(N2CCC(N3CCOCC3)CC2)c1,0.6,-2,-6,0.2
COc1cc([N+](=O)[O-])ccc1-c1ccc(/C=N/NC(=O)c2ccc([N+](=O)[O-])cc2)o1,0.0,5,-6,-0.1
C/C(CC(=O)Nc1ccc(Cl)c(C(F)(F)F)c1)=N\NC(=O)c1ccccc1N,0.7,-40,7,-0.2
COc1ccc2c(c1)C(C)=CC(C)(C)N2C(=O)Nc1ccc(Cl)c(Cl)c1,-0.4,-2,0,-0.2
COc1ccc(Nc2ccc3c4c(ncnc24)-c2ccccc2C3=O)cc1,-0.1,9,7,0.3
COc1ccc(CC(=O)N2CCN(c3ccc(F)cc3)CC2)cc1,-0.8,-8,-7,-0.2
CCN(CC)S(=O)(=O)c1cc(C(=O)Nc2ccc(Br)cc2)ccc1Cl,-0.9,-7,1,-0.1
O=C(NCc1ccccc1Cl)c1ccc(CN2CCSCC2)[nH]c1=O,-0.7,-2,-13,0.2
Cc1nnnn1-c1ccc(CC(=O)N2CCCCC2c2nc3ccccc3[nH]2)cc1 (centres undefined),-0.7,1,-2,1.4
CC(C)c1ccc(N(C)C(=O)c2cnc(N3CCN(c4ccccn4)CC3)c3ccccc23)cc1,0.0,14,-5,0.0
Cc1[nH]n(-c2ccccc2)c(=O)c1/C=N\NC(=O)c1cc2ccccc2cc1O,-2.1,-1,11,0.1
CCCCCSc1nnc2c(n1)OC(c1ccncc1)Nc1ccc(Br)cc1-2 (centres undefined),-0.3,9,4,-0.1
CCOc1ccc(/C=C(\C#N)c2nnc3n2-c2cc([N+](=O)[O-])ccc2OC3)cc1,-1.6,13,4,0.0
COCCNC(=O)c1cc(COc2c(F)cccc2F)on1,-0.5,-2,5,0.1
COc1ccc2c(c1)c(C(=O)NCc1ccco1)nn2-c1ncccn1,1.6,-1,-10,0.1
CCCCN(C(=S)Nc1cccc(Cl)c1)C1CCN(C(C)=O)CC1,0.0,-9,-7,-0.1
Cc1ccc(N2C(=O)CN(Cc3ccccc3)C2=S)cc1Cl,-0.7,7,2,0.1
CC(=O)NCC1Cc2cccc(-c3ccccc3C(F)(F)F)c2O1 (centres undefined),-0.7,-10,-4,0.0
CC(C)Oc1ccc(N2CC(C(=O)OCC(=O)Nc3ccccc3F)CC2=O)cc1 (centres undefined),0.4,-2,-6,-0.2
N#C/C(=C\c1cc2c(cc1Cl)OCO2)c1nn(-c2ccccc2)c(N)c1C#N,2.8,-9,-4,-0.1
Cc1ccc(N2C(=O)C3C(C2=O)C2(CO)C=CC3(C)O2)cc1[N+](=O)[O-] (centres undefined),0.5,7,53*,0.0
O=C(Nc1ccc(Cl)cn1)Nc1ccc(F)cc1F,-0.5,-17,4,0.0
O=C(O)c1cc(NCc2ccc(N3CCCC3)cc2)ccc1N1CCOCC1,-0.8,11,5,0.4
COc1ccc(OC)c(C2C(C(C)=O)=C(O)C(=O)N2CCC(=O)O)c1 (centres undefined),0.2,3,5,-0.2
CC(=O)N1CCOc2cc(S(=O)(=O)N3CCC(Cc4ccccc4)CC3)c(C)cc21,5.0*,0,-2,-0.1
CN(C)c1cccc(Nc2nc(NCCOc3ccccc3)c3ncn(CCN4CCCC4=O)c3n2)c1,1.7,7,-1,0.1
